USP2a inh = blocks human ubiquitin-specific protease USP2a | O75604 | USP2 core, Ub-CHOP2 coupled fluorogenic reporter, 485/531 | Potency, µM (highest dose often 38.3 µM), inactives show top-dose activity change, negative = inhibition, actives largely listed as inhibitors | 0.01% of 330,000 active;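 further: potency means the concentration at half of the fitted maximal effect; plate controls were DMSO wells for no effect and full inhibition by NEM control for full effect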
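USP2 core (10nM final) preincubated 30min RT with compound in 20mM Tris-HCl pH 8.0, 2mM CaCl2, 2mM beta-mercaptoethanol, 0.05% CHAPS; 25nM Ub-CHOP2 plus 25nM reporter substrate added, fluorescence (Ex485/Em531) read after 60min.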
KCNH2 3.1 inh = inhibitors of human KCNH2 3.1 potassium channel isoform; U2OS KCNH2 3.1, thallium flux FluxOr; hits give low values; activity change, % (tested at about 1.8 µM); 0.95% of 340,000 active; AID 720553;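 active means maximum activity change below -70%; inconclusive means maximum activity change from -70% to -50%; inactive means maximum activity change above -50%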;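 further: thallium influx rate constant from kinetic fluorescence after stimulation buffer; on the % scale 0 is the no-effect control and ±100 the full control effect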
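Kinetic fluorescence (2 min after stimulation buffer) measures Tl+ influx through KCNH2 3.1 expressed by viral transduction in U2OS cells; the rate constant is normalized against DMSO controls serving as positive and negative references.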
ELG1 DNA repair = ELG1-dependent DNA repair inhibition | HEK293T ELG1-luciferase reporter, luminescence, 16 h; DNA damage induced by 5-fluorouridine | Potency, µM (series often up to 46.1 µM), for the others: top-dose activity change, negative = inhibition, most hits filed as inhibitors | 2.3% of 330,000 active | AID 504467; further: potency means the concentration at half of the fitted maximal effect; on the % scale 0 is the no-effect control and ±100 the full control effect; nearly all actives have a fitted effect of over 55% in size
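Quantitative HTS, concentration-response format. 2,000 cells/well co-treated with 5-fluorouridine and compound, 16 hr in 5% CO2 at 37 °C; ONE-Glo luminescence read after 30 min.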
Eya2 inh = inhibitors of human Eya2 phosphatase activity; 0.006% of 330,000 active; O00167; Potency, µM (titrated, usually from 76.9 µM), inactives show top-dose activity, negative = inhibition, hits mostly inhibitors; recombinant Eya2, OMFP fluorescence dephosphorylation (OMFP is methylfluorescein phosphate); further: potency means the concentration at half of the fitted maximal effect; on the % scale 0 is the no-effect control and ±100 the full control effect
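Eya2 protein (added as 0.2 uM solution) was preincubated with compound for 10 min at ambient temperature in 50 mM HEPES pH 7.5, 50 mM NaCl, 5 uM MgCl2, 0.05% BSA, 1 mM DTT. OMFP (added at 50 uM) then reacted 10 min; fluorescence read at 485/525 nm.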
Mito fusion yeast = inhibitors of mitochondrial division or activators of mitochondrial fusion | 0.23% of 320,000 active | S. cerevisiae fusion-defective mutant growth rescue, CellTiterGlo 48 h | Potency, µM (doses to about 46.1 µM), inactives show at the highest dose growth rescue (activation), usual class: activators;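 further: potency means the concentration at half of the fitted maximal effect; % of control where 0% means no effect; nearly all actives have a fitted effect of over 45% in size; temperature-sensitive fusion mutants such as fzo1-1 at 37 °C on non-fermentable ethanol glycerol medium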
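S. cerevisiae fusion-defective temperature-sensitive mutants (e.g. fzo1-1, mgm1-5) grown 48 h at 37C in YPEG (ethanol/glycerol non-fermentable) medium with 23 nl compound per well; growth rescue read as CellTiterGlo luminescence.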
hERG WT inh = inhibitors of human wildtype KCNH2 potassium channel; U2OS, BacMam KCNH2, thallium flux FluxOr; hits give low values; activity change, % at 1.84 µM; 0.37% of 340,000 active; AID 720551;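 active means maximum activity change below -70%; inconclusive means maximum activity change between -70% and -50%; inactive means maximum activity change above -50%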; further: on the % scale 0 is the no-effect control and ±100 the full control effect
Target sequence (Q12809 whole entry, looked up): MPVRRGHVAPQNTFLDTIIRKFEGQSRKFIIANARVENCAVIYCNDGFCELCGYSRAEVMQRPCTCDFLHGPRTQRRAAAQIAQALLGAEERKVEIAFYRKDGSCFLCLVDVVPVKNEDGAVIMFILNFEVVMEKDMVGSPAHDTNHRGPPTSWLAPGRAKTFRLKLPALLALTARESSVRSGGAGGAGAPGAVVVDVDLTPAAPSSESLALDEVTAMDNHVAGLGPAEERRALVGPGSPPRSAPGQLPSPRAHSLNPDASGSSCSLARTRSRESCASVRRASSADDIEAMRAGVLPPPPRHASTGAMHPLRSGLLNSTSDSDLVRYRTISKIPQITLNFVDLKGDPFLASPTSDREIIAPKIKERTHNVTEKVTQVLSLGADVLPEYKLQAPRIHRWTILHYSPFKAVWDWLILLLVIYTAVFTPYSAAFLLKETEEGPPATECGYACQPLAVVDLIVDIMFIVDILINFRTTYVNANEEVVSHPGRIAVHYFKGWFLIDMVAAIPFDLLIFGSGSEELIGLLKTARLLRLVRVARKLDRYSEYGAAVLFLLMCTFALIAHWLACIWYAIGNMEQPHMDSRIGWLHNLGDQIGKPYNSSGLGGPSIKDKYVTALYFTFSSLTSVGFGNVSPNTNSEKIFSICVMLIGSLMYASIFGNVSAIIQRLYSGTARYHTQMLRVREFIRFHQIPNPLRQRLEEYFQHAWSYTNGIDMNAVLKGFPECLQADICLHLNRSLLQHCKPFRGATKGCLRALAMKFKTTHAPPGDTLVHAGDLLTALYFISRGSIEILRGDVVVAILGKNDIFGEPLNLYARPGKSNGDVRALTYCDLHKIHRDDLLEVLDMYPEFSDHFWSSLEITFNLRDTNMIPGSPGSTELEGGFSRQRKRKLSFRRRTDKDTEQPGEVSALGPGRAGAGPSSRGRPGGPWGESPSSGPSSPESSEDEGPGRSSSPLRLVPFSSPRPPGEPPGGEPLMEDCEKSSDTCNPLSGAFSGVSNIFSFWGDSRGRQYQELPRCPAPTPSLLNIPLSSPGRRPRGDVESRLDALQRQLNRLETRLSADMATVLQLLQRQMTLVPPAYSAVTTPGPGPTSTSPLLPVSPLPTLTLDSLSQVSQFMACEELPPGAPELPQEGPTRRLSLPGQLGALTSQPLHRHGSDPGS
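U2OS cells were transduced with wild-type KCNH2 virus (2.03 x 10^8 / mL) for 4 h at room temperature, then cultured overnight at 37 C. Thallium flux was read with FluxOr dye. Rate constants were normalized to DMSO controls.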
TCR activator = activators of T cell receptors; Potency, µM (series often up to 9.22 µM), for inactives: at the top dose activation of IL-2 secretion, usual class: activators; primary human leukocytes, anti-CD3, IL-2 HTRF, 48 h; 330,000 tested, under 10 active; further: % of control where 0% means no effect
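Primary human leukocytes were stimulated with a-CD3 beads plus compounds for 48 hr without co-stimulation; secreted IL-2 was quantified by HTRF using a-IL-2-K (europium cryptate) and a-IL-2-d2, excited at 320nm with acceptor emission read at 665nm.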
TRPV1 agonist = activates the human vanilloid receptor TRPV1 | Q8NER1 | TRPV1-expressing cells, Fluo-8 calcium influx, agonist mode | 0.19% of 320,000 active | activation, % at 8.33 µM; in the data active means activation above about 80%; inconclusive means between about 30% and that limit; further: 0% is about no effect
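Fluo-8 calcium influx in TRPV1-expressing cells, kinetic read (ex 480/em 520 nm). Compound added and read 3 min for agonist activity, followed by capsaicin at EC20 final and 2 min further read for enhancement.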
AT treatment = potential ataxia-telangiectasia treatments restoring KAP-1 phosphorylation; 0.19% of 320,000 active; Potency, µM (doses to about 57.5 µM), for the others: at the highest dose activation, hits mostly activators; AID 485349; […] A-T fibroblasts, KAP-1 phosphorylation AlphaLISA; neocarzinostatin DNA damage 30 min before lysis; further: potency means the concentration at half of the fitted maximal effect; % of control where 0% means no effect; nearly all actives have a fitted effect of over 45% in size
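hTERT-immortalized A-T patient fibroblasts ([…]), 500 cells/well in OPTI-MEM, 1% FBS, got compounds for 60 min, then NCS for 30 min at 37C. Lysates were then assayed for phospho-KAP-1 by AlphaLISA (anti-pKAP1 donor, anti-KAP1 acceptor beads), 6 hr at 25C.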
TSHR antag = antagonists of human thyroid stimulating hormone receptor; AID 504810; 0.2% of 330,000 active; P16473; TSHR-expressing cells, TSH-stimulated cAMP HTRF, 2 h; hits give low values; activity change, negative = inhibition, % at 11.5 µM;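 active means activity change below a set negative limit, meaning inhibition stronger than a set level, cut at about -70% in these data; inconclusive means activity change between two set negative limits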; further: on the % scale 0 is the no-effect control and ±100 the full control effect
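Cell-based HTRF cAMP assay; TSHR cells + compound, TSH EC80 (4nM final), 2 h, 37 deg C. Lysis with anti-cAMP cryptate and cAMP-d2, 30 min RT, read 665/620 nm.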
The depositor's hits bear a star; ? = inconclusive; · = not tested or not shown; [ ] = dose if it differs, or a comment. Unless noted, the call rests on the fitted dose curve; in most records, active means well fitted curve in the direction sought with a large enough effect; inconclusive means small, poorly fitted or top-dose-only effect, or another doubt; inactive means no such curve, though single readings can be large; an effect the other way counts as inactive or inconclusive.

SMILES	USP2a inh	KCNH2 3.1 inh	ELG1 DNA repair	Eya2 inh	Mito fusion yeast	hERG WT inh	TCR activator	TRPV1 agonist	AT treatment	TSHR antag
CC(=O)Nc1ccc(S(=O)(=O)N/N=C/c2cccnc2)cc1	0.5%	12.9	-0.4%	4.8%	1.5%	-25.2	2.7%	-3.0	8.2%	13.5
COc1ccc(C(C)=O)cc1COC(=O)c1c(C)noc1C	-0.7%	-3.4	-16.8%	19.9%[15.4 µM]	4.6%	0.2	-1.8%	0.2	3.5%	-12.6
CC(=O)c1ccn(S(=O)(=O)c2ccccc2)c1	3.5%	-0.8	6.3%	6.9%	0.5%	-13.0	-5.4%[46.1 µM]	4.7	-0.3%	1.2
CCOC(=O)N1CCN(C(=O)C2CCC(=O)N2C(C)C)CC1 (centres undefined)	3.6%	2.4	4.4%	15.8%	1.4%	5.5	-3.8%	-0.3	8.1%	21.0
O=C1c2ccccc2NC(c2ccc(F)cc2)N1Cc1ccccc1 (centres undefined)	-0.7%	3.7	-4.9%	-11.8%	12.6%	21.4	3.6%	3.2	4.4%	-5.5
Clc1ccc(-n2nnnc2-c2ccccc2)cc1Cl	3.8%	0.9	8.0%	-12.8%	-0.9%	5.9	·	0.1	2.1%	-4.7
CN(C)S(=O)(=O)c1cccc(C(=O)OCC(=O)NCc2ccc3c(c2)OCO3)c1	0.3%	1.0	0.0%	-16.2%	3.9%	-0.3	1.2%	1.1	-1.7%	-2.0
CCOc1cc(C(=O)N(C)CC(=O)Nc2cccc(F)c2)ccc1OCC(=O)N1CCOCC1	0.4%	-5.1	17.0%	11.2%	-2.5%	-2.7	-7.2%	0.3	-0.1%	-4.6
CCc1ccc(N(CC(=O)NCC2CCCO2)C(=O)CCC(=O)Nc2nccs2)cc1 (centres undefined)	1.0%	38.4	3.0%	?	-3.3%	0.5	-2.7%	1.3	-7.1%	-0.3
CC(C)CNc1nc(N)c([N+](=O)[O-])c(NCc2ccccc2)n1	5.4%	-16.9	-2.9%	-2.6%	7.5%	10.7	3.1%	1.0	1.0%	5.3
O=C(NCCCN1CCOCC1)c1cc2c(s1)CCCC2	1.0%	-16.9	?	1.5%	-1.9%	-11.4	-2.0%	2.7	9.3%	1.4
CCOC(=O)C1(CC2CCCCO2)CCN(Cc2nc(-c3cccs3)oc2C)CC1 (centres undefined)	-2.1%	3.0	?	-3.2%	-2.1%	19.6	-0.3%	6.6	-2.5%	-7.0
CCC(C)N1CC(C(=O)NC2CCCCC2)CC1=O (centres undefined)	2.7%	-2.3	1.0%	-1.7%	-2.6%	1.6	-3.0%	-1.7	-1.9%	-1.1
COC(=O)c1cc(S(=O)(=O)NCC2CCN(Cc3ccc(Cl)cc3)CC2)c[nH]1	-0.5%	?	-13.8%	0.2%	-3.6%	-33.7	-3.3%	1.6	2.3%	-2.2
C[C@@H]1C(c2cccc(Cl)c2)=NN(c2ccc(Br)cc2)[C@H]1C(=O)N1CCOC1=O	-6.2%	2.6	-11.3%	-6.4%	·	-2.7	0.2%[46.1 µM]	·	6.5%	-0.9
CCS(=O)c1ccccc1C(=O)OCC(=O)Nc1ccc2ccccc2c1 (centres undefined)	7.1%	5.1	-22.3%	-6.0%	·	3.9	5.5%	·	8.5%	·
Cc1ccccc1NC(=O)CCn1c(=O)oc2ccccc21	1.3%	4.3	-0.7%	-3.0%	-2.1%	3.2	0.7%	-0.6	-2.5%	5.1
CCCOc1ccccc1-n1sc2c(c1=S)-c1cc(OC)cc3c1N(C(=O)C3=O)C2(C)C	4.9%	-2.5	0.0%	-9.0%	2.2%	3.8	3.4%	-3.5	-9.2%	8.9
c1cnc2ccc(C(c3nnnn3C3CCCC3)N3CCN4CCCC4C3)cc2c1 (centres undefined)	-0.9%	-16.9	-5.4%	13.6%	-0.7%	19.0	·	2.5	5.7%	-1.6
CC(C)(C)OC(=O)C[C@H]1C/C=C\C[C@@H](CC(=O)N[C@@H](CO)Cc2ccccc2)C(=O)N2CCC[C@@H]2COC1=O	3.4%	·	-19.0%	3.3%	·	·	-4.3%	·	1.4%	-3.2
COCCn1c(SCC(=O)NCc2ccco2)nnc1C(C)C	-1.2%	0.1	1.7%	6.6%	-0.9%	2.1	-0.3%[46.1 µM]	-5.9	-2.3%	-2.9
COC(=O)c1ccc(Sc2ccccn2)c([N+](=O)[O-])c1	3.7%	-8.2	?	5.2%	-1.0%	2.3	-4.0%[46.1 µM]	-4.8	1.2%	3.5
CC1CCc2c(sc3nc(CN4CCOCC4)nc(NS(=O)(=O)c4cccc([N+](=O)[O-])c4)c23)C1 (centres undefined)	-29.5%	10.1	?	-5.3%	?	17.9	-16.0%	-1.7	-2.0%	-27.0
Cc1onc(C(=O)N2CCOCC2)c1[N+](=O)[O-]	1.9%	18.1	2.3%	9.9%	5.5%	-0.7	0.8%	-3.9	4.7%	-0.3
Cc1cc2ncn(CCCCOc3ccccc3)c2cc1C	-1.7%	4.0	0.9%	-2.6%	12.3%	8.9	4.3%	?	0.9%	-16.4
CCc1nc(C)cn1S(=O)(=O)c1cc(C)c(OC)cc1C	2.6%	3.3	-5.9%	-5.0%	0.2%	32.2	-2.1%	3.8	-2.3%	-12.7
O=[N+]([O-])c1ccc(S(=O)(=O)N(CC(O)CN2CCCCC2)c2ccccc2)cc1 (centres undefined)	3.8%	-14.9	-6.0%	-7.3%	-10.4%	14.0	-17.6%	1.1	5.7%	-4.9
CCOc1ccc2nc(SCC(=O)c3ccc(O)cc3O)sc2c1	-4.7%	-5.0	1.1%	2.9%	-3.0%	14.2	3.5%	-0.7	14.7%	1.6
Cc1cc(C)c(S(=O)(=O)c2ccccc2)c(OC(=O)c2c(Cl)cccc2Cl)n1	0.4%	-5.0	-7.7%	-27.3%	0.0%	-0.4	5.1%	-1.3	-0.5%	-7.1
O=C(NC1CCCC1)C(c1ccccn1)N(C(=O)c1csnn1)c1ccc(F)cc1 (centres undefined)	4.0%	-8.9	-0.8%	-6.9%	2.2%	-0.1	-9.7%	-0.4	11.8%	1.7
Cc1cc(C)c(C#N)c(Oc2ccc(F)cc2)n1	1.6%	-8.4	29.3%	-12.1%	5.7%	11.3	-7.3%	-0.2	-3.2%	4.9
O=S1(=O)CCOC[C@H](CC2CCCCC2)N1Cc1cccc(Cl)c1	-0.6%	-1.4	-12.2%	-6.8%	-4.2%	14.4	-3.9%	1.0	15.1%	-9.0
COc1ccccc1CNC(=O)N1CCN(S(=O)(=O)c2ccc(Cl)cc2)CC1	-0.8%	-9.5	3.6%	0.1%	0.7%	2.4	-8.9%	21.6	2.0%	-8.3
O=C(COc1ccccc1)n1nc(-c2ccc(Cl)cc2)nc1NCc1ccco1	1.8%	-10.0	?	9.9%	0.2%	-0.1	2.8%	-3.9	-4.8%	10.1
Cc1ccc(S(=O)(=O)CCC(=O)N(Cc2nnc(-c3ccc(Cl)cc3)o2)C2CC2)cc1	2.9%	-2.2	17.9%	12.0%	10.8%	9.9	·	6.4	8.1%	-5.3
O=C(Nc1ccncc1)c1c(F)c(F)c(F)c(F)c1F	-0.8%	2.7	-2.7%	10.2%	-2.9%	0.9	·	?	-1.4%	22.2
CCOC(=O)c1ccc2c(c1)nc(SCC(=O)N1CCOCC1)n2CC	-1.7%	-8.2	-21.3%	-13.4%	-0.2%	-3.0	0.7%	0.7	3.0%	2.1
O=C(NCCNC(=O)c1cc(OCC(F)(F)F)ccc1OCC(F)(F)F)Nc1ccccc1	-1.1%	-0.1	?	-8.7%	-0.9%	13.3	0.4%	?	1.0%	3.3
CN(C)C=NC(=O)/C(C#N)=C1\CCc2ccccc2N1	6.2%	3.4	-6.9%	17.7%	10.7%	-0.6	-2.5%	5.2	-7.6%	-2.3
CCn1cc(C(=O)NCCCN(CC(C)C)CC(C)C)c(=O)c2cc(S(=O)(=O)N3CCOCC3)ccc21	2.7%	13.0	?	0.6%	1.1%	0.0	9.8%	2.6	-19.4%	6.0

Nothing new here: entries from further up.
SMILES	USP2a inh	KCNH2 3.1 inh	ELG1 DNA repair	Eya2 inh	Mito fusion yeast	hERG WT inh	TCR activator	TRPV1 agonist	AT treatment	TSHR antag
Cc1cc(C)c(C#N)c(Oc2ccc(F)cc2)n1	1.6%	-8.4	29.3%	-12.1%	5.7%	11.3	-7.3%	-0.2	-3.2%	4.9
O=S1(=O)CCOC[C@H](CC2CCCCC2)N1Cc1cccc(Cl)c1	-0.6%	-1.4	-12.2%	-6.8%	-4.2%	14.4	-3.9%	1.0	15.1%	-9.0
COc1ccccc1CNC(=O)N1CCN(S(=O)(=O)c2ccc(Cl)cc2)CC1	-0.8%	-9.5	3.6%	0.1%	0.7%	2.4	-8.9%	21.6	2.0%	-8.3

An excerpt, so the mix of outcomes need not match the whole.
